M4 PAM – CHRM4 positive allosteric modulation | P08173 | CHO-K1 hM4/Gqi5, Fluo-8 calcium fluorescence, ACh EC20; 0% = ACh EC20, 100% = maximal ACh | activation, % at 3 µM | 360,000 tested, 0.4% active;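 active = activation above its plate's cutoff, the mean activation of sample wells plus 3 SD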; note: some results filed as inactive read as strong as hits
Target sequence (P08173 whole entry, looked up): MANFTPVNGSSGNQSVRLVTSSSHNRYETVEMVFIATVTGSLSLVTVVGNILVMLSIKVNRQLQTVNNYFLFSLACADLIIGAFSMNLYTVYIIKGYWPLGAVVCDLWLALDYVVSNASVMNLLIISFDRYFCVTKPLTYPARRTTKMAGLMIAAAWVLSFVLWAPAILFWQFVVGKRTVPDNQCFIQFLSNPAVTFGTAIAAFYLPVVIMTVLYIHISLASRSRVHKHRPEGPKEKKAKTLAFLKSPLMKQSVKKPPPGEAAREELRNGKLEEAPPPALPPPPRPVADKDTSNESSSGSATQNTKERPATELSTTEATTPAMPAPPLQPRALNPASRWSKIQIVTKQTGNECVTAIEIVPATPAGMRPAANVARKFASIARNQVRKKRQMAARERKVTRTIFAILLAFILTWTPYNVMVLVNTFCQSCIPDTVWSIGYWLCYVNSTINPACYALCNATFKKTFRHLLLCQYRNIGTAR
M4 antag – antagonists of human muscarinic M4 receptor (CHRM4) | P08173 | CHO-hM4 cells, ACh EC80, Fluo-8 calcium fluorescence | inhibition, % at 3 µM | 360,000 tested, 0.73% active;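 active = inhibition above its plate's cutoff, the mean inhibition of sample wells plus 3 SD, cut at about 27% in these data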;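 note: 0% = acetylcholine EC80 with DMSO and 100% = DMSO without agonist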
CHO-K1 Ca antag – M1 antagonist counterscreen hit in parental CHO-K1 cells; ATP-induced calcium, Fluo-8 fluorescence; inhibition, % at 3 µM; 360,000 tested, 0.6% active;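 active = inhibition above a per-plate cutoff, the plate's mean sample inhibition plus 3 SD, cut at about 24% in these data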;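 note: 0% = DMSO plus EC80 ATP and 100% = DMSO alone without ATP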
M5 antag – CHRM5 antagonism in calcium assay | P08912 | 360,000 tested, 0.59% active | AID 624040 | CHO-hM5 cells, Fluo-8 calcium fluorescence, ACh EC80 | inhibition, % at 3 µM;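 active = inhibition above a per-plate cutoff, the mean of that plate's test compounds plus 3 SD, cut at about 27% in these data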;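 note: 0% = acetylcholine EC80 with DMSO and 100% = DMSO without agonist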
Target sequence (P08912 whole entry, looked up): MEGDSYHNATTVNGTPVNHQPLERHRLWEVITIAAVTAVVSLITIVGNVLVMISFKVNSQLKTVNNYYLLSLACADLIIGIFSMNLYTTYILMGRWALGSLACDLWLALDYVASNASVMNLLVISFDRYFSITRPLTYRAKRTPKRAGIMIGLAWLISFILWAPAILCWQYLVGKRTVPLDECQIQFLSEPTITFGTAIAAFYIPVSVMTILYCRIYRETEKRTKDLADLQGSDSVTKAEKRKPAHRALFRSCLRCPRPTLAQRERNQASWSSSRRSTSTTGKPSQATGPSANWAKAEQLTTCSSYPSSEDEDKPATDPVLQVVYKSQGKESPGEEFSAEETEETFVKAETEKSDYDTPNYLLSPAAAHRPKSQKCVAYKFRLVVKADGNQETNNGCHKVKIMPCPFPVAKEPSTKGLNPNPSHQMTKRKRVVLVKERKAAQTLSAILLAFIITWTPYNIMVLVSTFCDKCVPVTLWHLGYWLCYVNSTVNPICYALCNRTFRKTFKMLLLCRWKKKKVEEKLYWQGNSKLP
M1 PAM parental – counter-screen for M1 PAMs: effect in parental CHO-K1 cells; activation, % at 3 µM; ATP EC20, Fluo-8 calcium fluorescence; 0% at ATP EC20, 100% at ATP max; AID 602247; 360,000 tested, 0.02% active;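 active = activation above the run cutoff, the mean activation of all test compounds plus 3 SD, cut at about 40% in these data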;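 note: peak over basal fluorescence ratio in a 140 s read after ATP addition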
CHRM5 agonist – agonists of human muscarinic M5 receptor (CHRM5) | P08912 | CHO-K1 hM5 cells, Fluo-8 calcium fluorescence; 0% DMSO wells, 100% maximal acetylcholine response | activation, % at 3 µM | 360,000 tested, 0.19% active | AID 624037;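 active = activation above the run's mean over test compounds plus 3 SD, cut at about 23% in these data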;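 note: signal is peak over basal fluorescence ratio across the kinetic read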
CHRM4 agonist – CHRM4 agonism in calcium assay | CHO-K1 hM4/Gqi5, Fluo-8 calcium fluorescence; vehicle 0%, full acetylcholine response 100% | activation, % at 3 µM | 360,000 tested, 0.14% active | AID 624127;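 active = activation above the run mean over all test wells plus 3 SD, cut at about 32% in these data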;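 note: peak over basal fluorescence ratio per well then scaled between controls; 0% = DMSO wells and 100% = acetylcholine at EC100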
CHO-K1 Ca ag – M1 agonist counterscreen hit in parental CHO-K1 cells; Fluo-8 calcium fluorescence; scaled to maximal ATP response, vehicle zero; AID 602248; activation, % at 3 µM; 360,000 tested, 0.48% active; in the data active = activation above about 15%;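 note: untransfected CHO-K1 host cells lacking M1 receptor as counterscreen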
M5 PAM – positive allosteric modulators of human muscarinic M5 receptor; P08912; CHO-K1 hM5, Fluo-8 calcium, ACh EC20 PAM; 0% = ACh EC20, 100% = ACh EC100; activation, % at 3 µM; 360,000 tested, 0.3% active; AID 624038;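 active = activation above the run cutoff, the mean activation of all test compounds plus 3 SD, cut at about 18% in these data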
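Assay system – human M5 receptor in CHO-K1 cells · Read-out – % activation, ACh-normalized · Technique – Fluo-8 calcium fluorescence · Dosing – single-point, 3 µM nominal · Incubation – Fluo-8 loading 80 min at 37 °C plus 30 min room temperature · Repeats – singlicate, one well per test compound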
* = called active by the depositor; & = joins results of further samples. Compounds as they come (roughly 2.7% active in at least one column).

Start of the listing, in advance (four entries):
SMILES	M4 PAM	M4 antag	CHO-K1 Ca antag	M5 antag	M1 PAM parental	CHRM5 agonist	CHRM4 agonist	CHO-K1 Ca ag	M5 PAM
CCn1c(SCc2ccccc2)nc2c(c1=O)SCC2	13	-4	-9	6	-5	2	-2	-0.6	11
O=C(Cc1coc2cc(O)ccc12)N1CCN(S(=O)(=O)c2ccc(Br)cc2)CC1	-3	0	6	2	-6	7	7	2.1	-12
CN(C1CCCCC1)S(=O)(=O)c1ccc2c(c1)c(=O)c(C(=O)NCCCN1CCCC1)cn2C	-16	27*	-4	4	18	-2	0	-0.2	-4
CCOC(=O)C(=Cc1ccc(Br)cc1)C(=O)OCC	-6	10	-9	13	4	0	0	0.1	0

All compounds of this part, from the first entry:
SMILES	M4 PAM	M4 antag	CHO-K1 Ca antag	M5 antag	M1 PAM parental	CHRM5 agonist	CHRM4 agonist	CHO-K1 Ca ag	M5 PAM
CCn1c(SCc2ccccc2)nc2c(c1=O)SCC2	13	-4	-9	6	-5	2	-2	-0.6	11
O=C(Cc1coc2cc(O)ccc12)N1CCN(S(=O)(=O)c2ccc(Br)cc2)CC1	-3	0	6	2	-6	7	7	2.1	-12
CN(C1CCCCC1)S(=O)(=O)c1ccc2c(c1)c(=O)c(C(=O)NCCCN1CCCC1)cn2C	-16	27*	-4	4	18	-2	0	-0.2	-4
CCOC(=O)C(=Cc1ccc(Br)cc1)C(=O)OCC	-6	10	-9	13	4	0	0	0.1	0
COc1ccc(C(=O)NCCSCc2ccccc2C)cc1	0	5	30*	-4	-8	-1	0	-0.1	-2
Cc1cccc(-c2nnn(CC/C(N)=N/O)n2)c1	0	0	-4	0	7	0	1	0.5	-1
CC1CC(C)CN(C(=O)C2CCN(S(=O)(=O)c3cccs3)CC2)C1 (stereo unspecified)	5	-11	-12	5	8	-1	1	2.5	-1
Cc1ccc(C(=O)NCCc2cccs2)cc1	12	4	-4	12	-1	-3	0	0.0	-5
COc1ccc(OCc2cc(C(=O)NCC3CCOCC3)no2)c(Cl)c1	1	-4	-1	19	1	-1	2	2.2	-5
Cc1cc(C)n2nc3nc(N4CCCCC4)nc(-c4ccco4)c3c2n1	-2	-4	-7	-8	14	-2	0	-0.2	-3
COc1ccc(-n2nc(C(=O)NCC(=O)NCCc3ccc(OC)c(OC)c3)c3ccccc3c2=O)cc1Cl	-3	1	-1	20	-2	1	10	4.4	-3
COc1ccc(CN2CCOCC2)cc1	4	8	-4	-6	25	2	0	0.2	2
Cc1cc(=O)n(C(C)Cc2ccccc2)n1C(C)Cc1ccccc1 (stereo unspecified)	0	-19	-17	-13	0	-9	2	0.1	-3
CC(=O)NC(c1ccc(Cl)cc1)c1ccc2cccnc2c1O (stereo unspecified)	-1	-5	-4	8	3	-9	3	1.6	-4
COc1ccc(/C(C)=N/NC(=O)CNC(=O)/C=C/c2ccccc2OC)cc1	-2	2	-19	16	19	-4	1	-0.3	-4
Cc1ccc(NC(=O)c2ccc(CSc3nnc(-c4ccncc4)n3C)cc2)c(C)c1	8	8	-4	0	16	2	6	3.1	0
CCCn1c(=O)c(Cc2ccccc2)c(O)c2ccccc21	-4	-4	1	4	4	-2	0	2.2	-1
O=C(CC1SC(=NCCc2ccccc2)N(/N=C/c2cccs2)C1=O)Nc1ccc(Cl)cc1 (stereo unspecified)	3	-1	-3	3	6	-1	0	0.7	-3
CC1CCCC(NC(=O)COC(=O)c2n[nH]c3ccccc23)C1C (stereo unspecified)	12	4	5	6	-8	8	4	0.0	-9
CCc1c(C)nc(SCC(=O)Nc2ccc(Br)cc2)[nH]c1=O	7	-16	-8	-3	15	0	2	0.1	-2
CC(=O)Nc1ccc(S(=O)(=O)NCCS(=O)(=O)N2CCN(c3ccccc3F)CC2)cc1	-1	-3	-8	12	13	-7	7	4.0	-8
CCc1ccc(N/C(=N/c2nc(C)cc(C)n2)NC(C)=O)cc1	-15	10	11	14	0	2	20	4.7	-9
CN1CCN(c2nc3ccccc3nc2C(C#N)C(=O)OC2CCCCC2)CC1 (stereo unspecified)	-8	2	-6	1	4	0	0	0.2	2
COc1ccc(N2CCN(C(=O)CCCSc3nc4ccccc4[nH]3)CC2)cc1	-4	-2	2	-3	3	3	7	2.9	-2
O=C(CCn1c(=O)oc2ccccc21)NCCCN1CCCC1=O	3	-5	1	2	-1	1	0	0.2	-11
CCS(=O)(=O)NC(C)C(c1cccs1)N1CCN(c2ccc(OC)cc2)CC1 (stereo unspecified)	4	-11	-10	3	7	2	1	0.6	-2
COc1ccc(C(C)=O)cc1CSc1nnc(-c2ccncc2)n1C	-2	-5	-3	14	5	-3	1	-0.1	-4
COc1ccc(C2/C=C\CN(S(=O)(=O)/C=C/c3ccccc3)CC(=O)N2Cc2ccc(F)cc2)cc1 (stereo unspecified)	4	-6	-20	13	30	0	2	1.1	0
O=c1c2c([nH]c3ccccc13)CCCC2	1	7	-10	-3	12	2	1	0.1	4
CC(C)OC(=O)C(CC(=O)O)N1CCOCC1 (stereo unspecified)	-1	4	-9	2	15	2	1	0.2	-6
COc1ccccc1N=Cc1c(O)c2ccccc2oc1=O	7	-28	-8	-7	13	-1	2	0.6	-6
Cc1ccc(S(=O)(=O)N(CC(=O)Nc2cccc(C(F)(F)F)c2)C(=O)N2CCN(C)CC2)cc1	0	-12	-1	-4	3	3	1	0.4	6
Cn1cccc1Cc1nnc(SCC(=O)NC2CCCCC2)n1CCc1ccccc1	2	-12	-4	12	16	0	4	0.4	-10
O=C(COc1ccc2ccccc2c1)NCC(=O)N/N=C/c1ccco1	0	0	-14	-7	22	7	3	3.8	7
CC(C)(C)OC(=O)NC(Cc1ccccc1)C(=O)N1CCC(C(=O)NCC(=O)Nc2ccc(F)cc2)CC1 (stereo unspecified)	-4	-5	-12	-8	9	1	5	1.1	5
CC(C)CCNC(=O)NC(=O)COC(=O)CCN=C1NS(=O)(=O)c2ccccc21	1	3	-15	-1	20	0	0	1.3	4
CC(C)CNC(=O)CCCc1c[nH]c2ccccc12	2	2	-14	1	17	1	1	0.6	-4
O=C(Nc1ccc(Cl)cc1)c1csc(-c2ccncc2)n1	6	-4	-10	-2	20	-2	5	3.5	-11
Cc1c(NC(=S)N/N=C/C=C/c2ccc([N+](=O)[O-])cc2)c(=O)n(-c2ccccc2)n1C	3	-11	-14	-17	19	-4	5	1.8	3
CCOc1ccc(N(C)S(=O)(=O)c2ccc(C)c(C(=O)N3CCN(Cc4ccc5c(c4)OCO5)CC3)c2)cc1	1	-8	-13	3	18	1	17	3.5	-9
COc1cc(/C=C/C(=O)O)ccc1OS(=O)(=O)c1cc(Br)ccc1C	5	-2	1	-5	14	4	3	0.8	3
COc1ccccc1N1CCN(CCN(C(=O)C2CCCCC2)c2ccccn2)CC1	6&-3	-5&9	1&-8	-3&9	1&14	0&0	0&1	0.1&0.2	0&1
CCC1c2ccc(C)n2CCN1C(=O)Nc1ccc(F)cc1 (stereo unspecified)	-4	-4	26*	9	-7	1	2	6.9	-8
O=C(CCN1C(=O)c2ccccc2C1=O)Nc1sc2c(c1C(=O)NCC1CCCO1)CCC2 (stereo unspecified)	-12	5	12	9	-4	-1	4	2.1	-11
CCCCn1c(=O)c(F)cn(Cc2ccc(OC)c([N+](=O)[O-])c2)c1=O	-3	-5	-3	0	7	4	0	0.5	-5
Cc1nnc(SCC(=O)NCc2ccco2)n1Cc1ccccc1	1	6	-5	-2	0	1	1	0.5	1
CCCCCCCCN1C(=O)[C@H](CC(=O)NCCc2ccccc2OC)C[C@@]2(C(=O)OC)CCCCC=C12	5	-9	-11	-16	-4	-3	-1	0.6	9
CCOc1ccc(NC(=O)C2CCCN(S(=O)(=O)c3ccc4[nH]c(=O)ccc4c3)C2)cc1 (stereo unspecified)	1	-2	-14	5	12	-4	0	0.9	2
O=C(NCC1CCCO1)c1cc(Br)c(Br)s1 (stereo unspecified)	5	-8	3	-8	-23	0	3	0.1	4
O=C(NCCC(=O)N1CCN(c2cccc(Cl)c2)CC1)c1ccc(Br)cc1	14	-14	-21	2	22	0	5	2.5	-2

Next part, starting with the last three of the part before.
SMILES	M4 PAM	M4 antag	CHO-K1 Ca antag	M5 antag	M1 PAM parental	CHRM5 agonist	CHRM4 agonist	CHO-K1 Ca ag	M5 PAM
CCOc1ccc(NC(=O)C2CCCN(S(=O)(=O)c3ccc4[nH]c(=O)ccc4c3)C2)cc1 (stereo unspecified)	1	-2	-14	5	12	-4	0	0.9	2
O=C(NCC1CCCO1)c1cc(Br)c(Br)s1 (stereo unspecified)	5	-8	3	-8	-23	0	3	0.1	4
O=C(NCCC(=O)N1CCN(c2cccc(Cl)c2)CC1)c1ccc(Br)cc1	14	-14	-21	2	22	0	5	2.5	-2
CCc1nnc(NC(=O)CSc2nnc(Cc3ccccc3)n2-c2ccccc2)s1	1	2	-20	4	-14	-6	0	0.9	10
CCOc1ccccc1CN1CCN(C/C=C/c2ccc(OC)cc2)CC1CCO (stereo unspecified)	-13	-5	-9	5	10	-12	1	2.1	-3
COc1cc(C2=Nc3c(c(C)nn3-c3ccccc3)P(=O)(N3CCOCC3)O2)cc(OC)c1OC (stereo unspecified)	1	-2	-15	-7	27	-1	0	1.3	4
NC1=NC[C@H](c2ccccc2)N1CCCCC1CCCCC1	-5	7	-4	10	4	-12	0	-0.2	-5
Cc1cc2ncn(C(=O)N3CCCC3)c2cc1C	7	3	0	-7	4	0	0	-0.1	5
Cc1ccc(-n2ncc(C(=O)NCC3CCN(C4CCCC4)C3)c2C2CCN(C(=O)OC(C)(C)C)CC2)cc1 (stereo unspecified)	5	-1	-6	-8	2	-9	0	-0.4	8
CC1CCC2C(=O)N(c3ccc(NC4CCCCC4)c([N+](=O)[O-])c3)C(=O)C2C1 (stereo unspecified)	-9	13	-7	-2	18	-2	0	0.3	-4
OC(CN1C2=NCCN2c2ccccc21)c1ccc(Br)cc1 (stereo unspecified)	1	-7	-15	-5	25	-7	4	0.7	1
CCCn1c(SCC(=O)c2cc(C)n(-c3cc(C)on3)c2C)n[nH]c1=O	-8	1	-7	2	-26	5	6	3.6	-2
Cn1c(SCc2ccccc2Cl)nnc1-c1cnccn1	5	-3	24*	5	-6	-4	-1	-0.1	4
CCCC(=O)Nc1ccc(OCC(=O)OC)cc1	-3	-8	-5	-9	6	-4	0	0.3	0
CCOC(=O)C1(CCc2ccccc2)CCN(Cc2ccc(OC)cc2)CC1	-3	3	-10	-2	18	-6	2	0.5	-2
O=C(OCCOCCOC(=O)Oc1ccccc1)Oc1ccccc1	1	-9	7	15	9	-4	1	3.4	0
CCOC(=O)c1c(C)nc2ncccn12	-2	6	-23	0	23	1	1	0.6	2
O=C(O)c1ccc(CNC(=S)Nc2ccccc2)cc1	-1	-1	-4	10	16	-4	0	0.5	-5
Cc1occc1C(=O)Nc1ccc(OCc2ccccc2)cc1	15	-1	1	8	-5	4	1	0.6	-5
CCCn1c(N)c(C(=O)CSc2nc3ccccc3s2)c(=O)[nH]c1=O	-8	-10	-3	8	3	12	18	12	7
COc1ccc(CCN(Cc2cccs2)S(=O)(=O)c2ccc(-n3cnnn3)cc2)cc1OC	-4	6	-9	5	16	-4	1	1.1	1
CC(C)NCC(O)COc1ccc(COCCOC(C)C)cc1 (stereo unspecified)	-8	-4	-5	-4	4	0	1	0.5	3

Screening data as filed in PubChem BioAssay.
